ELG1 genotoxic: qHTS screen for small molecules that induce genotoxicity in human embryonic kidney (HEK293T) cells expressing luciferase-tagged ELG1; Potency, µM (doses to about 46 µM), without a hit: at the highest dose activity change, positive = activation, hits mostly activators; HEK293T ELG1-luciferase reporter, luminescence, 16 h; actives 1.3% (n = 330,000); note: % of control where 0% means no effect; nearly all actives have a fitted effect of over 60% in size
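Screening used a luciferase reporter fused to human ELG1 in HEK293T cells. Luminescence was read on a CCD plate imager after 16 hr exposure and 30 min ONE-Glo incubation.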
BRCA1 expr act: qHTS Assay to Identify Small Molecule Activators of BRCA1 Expression | Potency, µM (top dose mostly 46.1 µM), without a hit: top-dose activation, actives largely listed as activators | actives 1.1% (n = 380,000) | MCF7-BRCA1-FFLuc reporter, luminescence, 48 h; response scale: scaled: vehicle 0%, 10 µM genistein 100% | AID 624202, 2012; note: nearly all actives have a fitted effect of over 80% in size; some results filed as inactive show a strong effect at the top dose
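Reporter cells (MCF7, BRCA1 promoter-firefly luciferase) received library compounds across a concentration series for 48 h. End-point luminescence was measured and concentration-effect curves derived after normalization.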
Gal4-VP16 FLuc: VP16 counterscreen qHTS for inhibitors of ROR gamma transcriptional activity; Drosophila S2 Gal4-VP16 UAS-luciferase, luminescence, 20 h; Potency, µM (titrated, usually from 53.6 µM), for the others: top-dose activity, negative = inhibition, hits mostly inhibitors; actives 3.5% (n = 310,000); AID 2546, 2010;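 note: Gal4-VP16 expression switched on by copper sulfate through the metallothionein promoter; % is set by controls: 0 for no effect and ±100 for the full control effect; nearly all actives have a fitted effect of over 50% in size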
RORg inh: qHTS for inhibitors of ROR gamma transcriptional activity; Nuclear receptor ROR-gamma (Mus musculus), P51450; Drosophila S2 Gal4-RORgamma UAS-luciferase reporter, 20 h; Potency, µM (titrated, usually from 53.6 µM), for inactives: top-dose activity change, negative = inhibition, usual class: inhibitors; actives 5.4% (n = 310,000); note: % is set by controls: 0 for no effect and ±100 for the full control effect; nearly all actives have a fitted effect of over 60% in size
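Luciferase reporter read in Schneider cells carrying Gal4-RORγ (mouse) and UAS-Photinus luciferase; cells given compound 1 h before 700 uM copper sulfate induction, then incubated 20 h at ambient temperature.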
NPC1 promoter act: qHTS Assay for NPC1 Promoter Activators; Potency, µM (highest dose often 9.22 µM), for inactives: top-dose activation, hits mostly activators; AID 485313, 2010; actives 2.4% (n = 320,000); Huh7 NPC1 promoter luciferase reporter, 24 h;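 note: % of control where 0% means no effect; nearly all actives have a fitted effect of over 60% in size; reporter is driven by a mutant NPC1 promoter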
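Cells: Huh7 expressing luciferase under the NPC1 promoter, 1500/well. Seeded 2 h, compound added, incubated 24 h at 37 °C. Luciferase reagent, 10 min ambient, then luminescence.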
FLuc counter: qHTS profiling assay for firefly luciferase inhibitor/activator using purifed enzyme and Km concentrations of substrates (counterscreen for miR-21 project) | AID 588342, 2011 | actives 6.9% (n = 360,000) | Potency, µM (top dose mostly 57.5 µM), for inactives: top-dose activity change, negative = inhibition, most hits filed as inhibitors | purified FLuc, Km substrates, luminescence inhibition | Luciferin 4-monooxygenase (Photinus pyralis), P08659;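 note: plate controls were vehicle for no effect and reference inhibitor for full effect; nearly all actives have a fitted effect of over 55% in size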
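Biochemical qHTS of compounds, final roughly 60 µM downward over six points, against 10 nM purified firefly luciferase using Km concentrations of substrates (10 uM D-luciferin, 10 uM ATP) in Tris acetate pH 7.5 buffer; luminescence output.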
CXXC DNA block: qHTS Fluorescence Polarization Assay for Inhibitors of MLL CXXC domain - DNA interaction; MLL-CXXC / FITC-HOXA9 DNA fluorescence polarization; Potency, µM (doses to about 115 µM), for inactives: top-dose activity change, negative = inhibition, hits mostly inhibitors; actives 0.037% (n = 290,000); active = well fitted inhibition curve with a large enough effect in the polarisation, with a control signal flat, not every such curve was filed as active; inconclusive = small, poorly fitted or top-dose-only effect, or effect the other way, or a change in a side signal; inactive = no such curve, though single readings can be large or run the other way; the % refers to the polarisation
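Steps: dispense CXXC domain solution (7 uM) → pin compounds or unlabeled HOX-A9 DNA control → 5 min ambient → add FLSN-HOX-A9 solution (50 nM) → spin → 30 min ambient → fluorescence polarization. Tris pH 7.5/NaCl/DTT/BSA buffer.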
MBNL1-CUG inh: qHTS Assay for Inhibitors of MBNL1-poly(CUG) RNA binding; Muscleblind-like protein 1 (Homo sapiens), Q9NR56; actives 0.036% (n = 280,000); Potency, µM (titrated, usually from 57.5 µM), without a hit: at the top dose activity change, negative = inhibition, actives largely listed as inhibitors; TR-FRET MBNL1-His/biotin-(CUG)12 binding, 665/545 ratio; active = well fitted inhibition curve with a large enough effect in the signal ratio, with a control signal flat, not every such curve was filed as active; inconclusive = small, poorly fitted or top-dose-only effect, or effect the other way, or a change in a side signal; inactive = no such curve, though single readings can be large or run the other way; the % refers to the signal ratio; note: % is set by controls: 0 for no effect and ±100 for the full control effect
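Compounds (final 92 nM to 58 uM) are added to His-tagged MBNL1 and biotin-(CUG)12, then terbium anti-His antibody and streptavidin-XL665 (5 nM final). After 60 min at room temperature, the 665/545 nm ratio is read.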
p53 reactivation: qHTS assay for re-activators of p53 using a Luc reporter | H1299 p53-A138V BP100-luciferase reporter, luminescence, 24 h | Potency, µM (titrated, usually from 92.2 µM), without a hit: at the highest dose activity change, positive = activation, actives largely listed as activators | actives 0.063% (n = 320,000) | AID 504706, 2011; note: % of control where 0% means no effect; nearly all actives have a fitted effect of over 45% in size
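H1299 (p53-null), stable ts p53-A138V + BP100-Luc; 1000 cells/well, Opti-MEM/10% FBS; cpd 4 pt, 1:5; 24 h, 37 deg C, 5% CO2; detection reagent 10 min RT; luminescence.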
Rab9 prom act: qHTS Assay for Rab9 Promoter Activators; Huh7 Rab9 promoter-luciferase reporter, luminescence, 24 h; Potency, µM (series often up to 9.22 µM), for the others: top-dose activation, negative = inhibition, most hits filed as activators; actives 2.8% (n = 320,000); note: % of control where 0% means no effect; nearly all actives have a fitted effect of over 60% in size
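Luminescence read-out: Huh7 cells stably expressing Rab9-luciferase, treated 24 h with compound at 37 °C, then lysed with luciferase reagent for 10 min at ambient before reading.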
uPA generation: qHTS for Inhibitors of Cell Surface uPA Generation | cell surface uPA generation assay, qHTS | Potency, µM (doses to about 38.3 µM), inactives show at the top dose activity change, negative = inhibition, actives largely listed as inhibitors | actives 0.31% (n = 330,000) | AID 540303, 2011; active = well fitted inhibition curve with a large enough effect; inconclusive = small, poorly fitted or top-dose-only effect; inactive = no such curve, though single readings can be large or run the other way; tested in mouse RAW 264.7 cells; note: % is set by controls: 0 for no effect and ±100 for the full control effect; nearly all actives have a fitted effect of over 55% in size
Numbers without * were called inactive; ? = inconclusive; · = no result given; [ ] = remark or other dose. Unless noted, calls come from the whole dose curve; as a rule, active = well fitted curve in the direction sought with a large enough effect; inconclusive = small, poorly fitted or top-dose-only effect, or another doubt; inactive = no such curve, though single readings can be large; an effect the other way counts as inactive or inconclusive. Potency is the fitted concentration of half-maximal effect. Some of the compounds tested. The share of hits here may be higher or lower than overall.

SMILES	ELG1 genotoxic	BRCA1 expr act	Gal4-VP16 FLuc	RORg inh	NPC1 promoter act	FLuc counter	CXXC DNA block	MBNL1-CUG inh	p53 reactivation	Rab9 prom act	uPA generation
COc1ccc(CCn2nnnc2C(c2ccc(Cl)cc2)N2CCN(C)CC2)cc1OC (configuration not stated)	-3%	3%	-5%	-11%[10 µM]	1%	-1%	-2%	2%	0%	-9%	3%
CS(=O)(=O)c1ccc(Cl)c(NC(=O)CSc2nnc(-c3cccs3)n2N)c1	1%	-18%	·	·	-1%	·	·	·	-2%	-3%	1%
CCOC(=O)c1cccc(NS(=O)(=O)c2c(C)[nH]c(C)c2C(=O)N2CCCC2)c1	0%	-3%	2%	-17%	0%	4%	31%	0%	-12%	-3%	1%
CO/N=C/NC(=O)c1ccc([N+](=O)[O-])c(CS(=O)(=O)c2ccc(Cl)cc2)c1	0%	4%	-6%	10%	0%	-1%	-16%	?	-4%	16%	-8%
Cc1cc(NC(=O)CSc2nnc(-c3cccnc3)n2Cc2ccccc2)no1	-1%	-1%	-10%	17%	-2%	0%	4%	5%	0%	-4%	-1%
COc1ccc(CCNC(=O)CSc2nncs2)cc1	-1%	13%	-3%	40%	-3%	1%	0%	·	-1%	-8%	4%
O=C(NCCOC(=O)c1c(F)cccc1Cl)c1c(F)cccc1Cl	-4%	-4%	8%	9%	-3%	2%	-8%	11%	-5%	-3%	-3%
CCC1CN(C(=O)NCc2ccc(F)cc2)c2cc(Cl)ccc2O1 (configuration not stated)	-3%	-25%	7%	-7%	2%	?	2%	-2%	3%	-3%	6%
COc1ccc(-c2noc(C3CCCN(C(=O)c4cccc(F)c4)C3)n2)cc1 (configuration not stated)	-8%	-6%	-7%	?	-4%	-9%	2%	-6%	6%	-2%	2%
CCOC(=O)N1CCN(C(=O)c2ccc(OCC)c(OCC)c2)CC1	1%	-16%	-14%	-17%	-1%	2%	-14%	-15%	10%	-3%	-4%
COC(=O)c1ccc(NC(=S)NC(=O)c2c(-c3ccccc3)noc2C)cc1	-1%	11%	?	7.1µM*	-14%	3%	0%	-11%	-1%	-8%	2%
O=C(COc1cccc(Cl)c1)N/N=C\c1cc2ccccc2nc1Cl	10%	-15%	-10%	-4%	-2%	3%	4%	17%	-1%	-5%	12%
CCN(CC)c1nc(N)c2c(N)n(-c3ccccc3C)c(=S)c(C#N)c2c1C#N	1%	4%	0%	0%	1%	1%	-9%	-2%	-14%	-7%	4%
O=C(Nc1nnc(-c2ccccc2Cl)s1)C1CCN(S(=O)(=O)c2ccc(Cl)cc2)CC1	1%	7%	-14%	17%	2%	-1%	12%	29%	-3%	-10%	2%
CS(=O)(=O)C1=NSC2=NC(=O)/C(=C\c3cccn3-c3ccc(Cl)cc3)C(=N)N21	1%	-4%	1%	-11%	0%	-1%	-6%	-6%	12%	-10%	2%
O=C1CCc2cc(S(=O)(=O)Nc3ccccc3)cc3c2N1CC3	?	-20%	·	·	-8%	-9%	·	·	-6%	1%	-3%
O=[N+]([O-])c1cccc2c(N3CCCC3)ccnc12	-12%	-91%	?	-42%	-13%	?	0%	?	9%	-28%	-18%
COc1cccc(NC(=S)N(CCc2c(C)[nH]c3ccc(C)cc23)Cc2cccs2)c1	-5%	-47%	?	-4%	0%	1%	19%	-28%	1%	-3%	-30%
O=C(NC1CCCc2ccccc21)c1c(F)cccc1Cl (configuration not stated)	1%	-11%	2%	18%	1%	0%	-2%	3%	-7%	-3%	0%
Cn1c(O)c(C2=c3ccccc3=NC2=O)[nH]c1=S	-1%	-57%	-5%	?	21%	-4%	?	36%[activator]	-7%	8%	8%
Cc1ccc(/C=N/NC(=O)Cn2nccc2C)o1	-2%	1%	-4%	-15%	1%	-4%	2%	5%	-6%	0%	-1%
Cc1ccc(C(C)C)c(OCC(=O)N/N=C/C2CCCCC2)c1	6%	10%	6%	-13%	-5%	-18%	-6%	1%	1%	-2%	2%
Cc1nc2ccccn2c1C(=O)NC1CCCCC1	1%	0%	1%	-1%	3%	4%	3%	-9%	-2%	-2%	-3%
CC1(C(=O)Nc2ccc3c(c2)OCCO3)CC1(Cl)Cl (configuration not stated)	?	73%	16%	32%	26%	-18%	4%	-3%	9%	17%	2%
O=C(O)c1cccc(NC(=S)N/N=C/c2cccnc2)c1	?	-1%	-4%	?	?	11µM*	7%	3%	-6%	?	3%
Next part.
SMILES	ELG1 genotoxic	BRCA1 expr act	Gal4-VP16 FLuc	RORg inh	NPC1 promoter act	FLuc counter	CXXC DNA block	MBNL1-CUG inh	p53 reactivation	Rab9 prom act	uPA generation
Cc1c(C#N)c2ncn(Cc3ccccn3)c(=O)c2n1-c1ccccc1	5%	0%	2%	-9%	9%	-7%	?	6%	-5%	-4%	1%
CCc1ccc(CNc2ccc3c(c2)ncn3C(C)(C)C)cc1	?	?	?	?	3.2µM*	6µM*	-3%	6%	?	4µM*	1%
CCCn1c(=O)n(C)c(=O)c2c(SCC(=O)Nc3cc(C)on3)nc(C(C)(C)C)nc21	-5%	-57%	·	·	-11%	0%	·	·	-18%	-4%	?
OCc1ccccc1NC(=S)Nc1cccnc1	2%	-28%	-10%	?	1%	5%	-1%	-8%	0%	7%	·
CCCCCCNC(=O)CC(NS(=O)(=O)c1ccc(NC(C)=O)cc1)C(C)C (configuration not stated)	0%	-24%	5%	-5%	-2%	-1%	-15%	-1%	-10%	13%	·
CN(C)CCNC(=O)CN1C(=O)COc2ccc(C(C)(C)C)cc21	5%	0%	-4%	-11%	-5%	0%	3%	3%	0%	5%	8%
O=C(C1=C(O)C(=O)N(CC2CCCO2)C1c1ccccc1[N+](=O)[O-])c1ccco1 (configuration not stated)	2%	-1%	-1%	-12%	-1%	-1%	0%	?	-3%	0%	4%
O=C(COc1cccc(F)c1)NNC(=O)Cc1ccc(Br)cc1	1%	-5%	·	·	1%	·	·	·	5%	-4%	16%
O=C(NC1CCCCCC1)C1CCN(c2nc3ccccc3o2)CC1	-17%	-15%	-4%	31%	-5%	2%	-1%	8%	15%	-2%	3%
Cc1cc(Cl)ccc1NNC(=O)c1c(C)noc1C	4%	2%	0%	-13%	-1%	0%	7%	-4%	-2%	-4%	6%
Cn1cc(Br)c(C(=O)N2CCc3ccccc32)n1	5%	?	19%	10%	7%	-15%	5%	-5%	9%	22%	6%
O=c1c2cnn(-c3ccccc3)c2ncn1CCc1ccccc1	11%	?	0%	-4%	10%	?	6%	?	?	16%	5%
CSc1cccc(NC(=O)/C=C/c2ccc(Cl)cc2)c1	0%	40%	?	?	?	3.4µM*	-10%	-9%	20%	25%	·
Cc1cc(C)nc(NC(=O)c2cc(-c3ccc4c(c3)OCO4)nc3ccccc23)c1	-9%	-62%	·	·	-2%	?	4%	56%[activator]	·	-3%	-6%
Cc1oc(/C=N/NC(=O)CC2(C)OCCO2)cc1Br	2%	-11%	3%	2%	-1%	-6%	5%	?	-3%	-1%	-2%
Cc1ccccc1NC(=S)/C(=C(\[O-])c1cc(C)n(Cc2ccccc2Cl)c1C)[n+]1ccccc1	-6%	12%	16%	-13%	1%	-3%	10%	9%	-2%	-1%	-9%
Cc1sc2ncnc(NCC3COc4ccccc4O3)c2c1C (configuration not stated)	1%	-30%	1µM*	?	-24%	-4%	-7%	0%	-5%	-35%[inhibitor]	-5%
c1ccc(CSc2nnc(-c3ccco3)n2Cc2ccco2)cc1	17%	?	?	?	?	?	-1%	-8%	7%	?	-8%
O=C(NCCSCc1c(F)cccc1Cl)c1ccc(CN2CCOCC2)cc1	-1%	-38%	-4%	42%	12%	-10%	1%	12%	-9%	2.5µM*	-2%
Cc1ccc(S(=O)(=O)N2CCN3CCCC3C2)cc1 (configuration not stated)	-6%	-1%	1%	15%	1%	2%	-5%	-16%	21%	2%	12%
Cc1ccc2nc(SCC(=O)NCCCN3CCCC3=O)[nH]c2c1	1%	-40%	·	·	2%	-7%	·	·	?	0%	7%
CCc1ccc(OCc2nnc(SCC(=O)Nc3cccc(C(=O)N4CCOCC4)c3)o2)cc1	-1%	-4%	4%	7%	0%	?	3%	-3%[11.5 µM]	0%	-2%	5%

Assay outcomes: PubChem, National Center for Advancing Translational Sciences (NCATS)
